GPR151 ag – activators of human GPR151, primary screen, cell-based, PathHunter beta-arrestin, luminescence; AID 1508602, 2020; PathHunter beta-arrestin GPR151 cells; activation, % at 11.2 µM; G-protein coupled receptor 151 (Homo sapiens), Q8TDV0; hit rate 1% among 650,000; in the data active = activation above about 4.9%;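 note: 0% = median of compound wells and 100% = cells with positive control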
Target sequence (Q8TDV0 whole entry, looked up): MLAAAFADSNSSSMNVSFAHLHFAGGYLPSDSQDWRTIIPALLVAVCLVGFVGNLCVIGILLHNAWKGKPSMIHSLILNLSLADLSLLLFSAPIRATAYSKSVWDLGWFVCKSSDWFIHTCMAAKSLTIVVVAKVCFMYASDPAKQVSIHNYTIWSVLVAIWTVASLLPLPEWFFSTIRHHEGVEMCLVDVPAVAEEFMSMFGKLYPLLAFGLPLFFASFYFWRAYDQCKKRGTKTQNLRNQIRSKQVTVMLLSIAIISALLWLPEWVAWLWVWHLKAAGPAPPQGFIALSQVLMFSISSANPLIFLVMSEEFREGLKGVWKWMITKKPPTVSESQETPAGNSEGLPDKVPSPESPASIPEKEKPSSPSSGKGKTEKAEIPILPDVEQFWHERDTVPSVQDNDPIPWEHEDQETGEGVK
TEAD-YAP block – TEAD-YAP interaction inhibition, primary screen, TEAD-YAP interaction inhibitor project, luminescence, HEK-TIYL cells | TEAD-Gal4/YAP UAS-luciferase luminescence | inhibition, % at 9.12 µM | hit rate 1.4% among 640,000 | AID 1259422, 2018; in the data active = inhibition above about 32%;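 note: 0% = median of test compound wells and 100% = reference inhibitor wells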
FBW7 activator – FBW7 E3 ligase activators, primary screen, biochemical, AlphaScreen, human; hit rate 0.13% among 650,000; AID 1259310, 2017; normalized activity (activation), % at 26.1 µM; F-box/WD repeat-containing protein 7 (Homo sapiens), Q969H0; AlphaScreen FBW7–phospho-cyclin E peptide binding, activator screen; in the data active = normalized activity above about 1.9%;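 note: purified mutant Fbw7 with reduced substrate affinity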
MITF inh – MITF inhibitors, primary screen, biochemical, AlphaScreen, human. Microphthalmia-associated transcription factor (Homo sapiens), O75030. AlphaScreen MITF homodimerization, bead proximity signal. inhibition, % at 2.6 µM. hit rate 0.91% among 650,000. AID 1259374, 2018; in the data active = inhibition above about 50%;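 note: 0% = vehicle wells with protein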
Target sequence (O75030 whole entry, looked up): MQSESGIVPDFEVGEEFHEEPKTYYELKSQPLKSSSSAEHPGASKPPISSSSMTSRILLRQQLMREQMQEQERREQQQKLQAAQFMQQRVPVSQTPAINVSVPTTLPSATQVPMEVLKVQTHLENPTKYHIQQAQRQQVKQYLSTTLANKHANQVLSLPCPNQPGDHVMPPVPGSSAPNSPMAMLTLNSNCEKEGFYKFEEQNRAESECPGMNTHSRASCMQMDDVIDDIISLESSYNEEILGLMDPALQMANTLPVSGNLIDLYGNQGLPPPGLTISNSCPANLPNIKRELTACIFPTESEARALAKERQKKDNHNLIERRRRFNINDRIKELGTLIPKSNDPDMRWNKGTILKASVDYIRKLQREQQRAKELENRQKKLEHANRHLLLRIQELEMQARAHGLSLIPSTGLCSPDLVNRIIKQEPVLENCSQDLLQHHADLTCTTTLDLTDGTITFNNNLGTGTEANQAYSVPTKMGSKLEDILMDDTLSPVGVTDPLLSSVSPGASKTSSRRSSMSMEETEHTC
Numbers without * were called inactive.

canonical_smiles,GPR151 ag,TEAD-YAP block,FBW7 activator,MITF inh
CCOC(=O)C1(C)C=C(Nc2ccc(C(N)=O)cc2)C(=O)N1c1ccccc1 (stereo not drawn),-0.9,-3,0.0,7
COc1ccccc1CN1CCC(C(=O)NC(C)C)CC1,0.9,0,0.7,3
CCC(C)C(NC(=O)C(CC(=O)OCc1ccccc1)NC(=O)OC(C)(C)C)C(=O)NC(Cc1ccccc1)C(N)=O (stereo not drawn),-0.2,9,-0.1,6
Nc1nnc(SCc2nnc(-c3ccccc3)o2)s1,0.4,4,0.0,1
Cc1ccc(NC(=O)c2ccoc2C)c(Br)c1,0.3,-14,-0.1,14
Cc1ccc(OCCSc2nc3ccccc3n2CCC(=O)O)c(C(C)C)c1,1.0,0,0.2,19
Cc1nc(N(C)CCO)c2nnn(Cc3ccccc3)c2n1,-0.5,-15,-0.1,-10
Cc1c(C(=O)N2CCCC2)oc2c1-c1nn(CC(=O)N3CCCC3)cc1CC2,0.0,6,8.4*,0
O=C(c1oc(=O)c2ccccc2c1-c1ccccc1)N1CCCCCC1,1.9,-11,-0.1,-5
COc1ccccc1-n1c(SCC#N)nc2c(sc(=S)n2-c2ccccc2C)c1=O,0.0,0,0.1,19
CCCCNC(=O)C(CC)Sc1nnc(-c2ccc(Cl)cc2)c(-c2ccc(Cl)cc2)n1 (stereo not drawn),0.2,7,0.0,11
CC(=O)Nc1cc(C(=O)Nc2ccc(F)cc2)ccc1C,-2.4,-31,0.1,13
CSC1=NC(c2cccc([N+](=O)[O-])c2)C(C(=O)OC(C)C)=C(C)N1 (stereo not drawn),5.1*,1,0.0,4
COc1cccc(OC)c1OCCOc1ccc([N+](=O)[O-])cc1Cl,1.5,-16,-0.2,-3
CC(C)(C)c1csc2ncc(C(=O)NCCCn3ccnc3)c(=O)n12,-0.3,0,-0.1,1
Cc1cc(C)c(OCC(=O)NCc2ccccc2)c(C)c1,2.2,7,0.1,-2
c1coc(CNCc2cccc3ccccc23)c1,-0.3,-11,-0.1,18
Cc1[nH]nc2c1C(c1c(Cl)cccc1Cl)C(C#N)=C(N)O2 (stereo not drawn),-1.1,6,0.0,-1
COc1ccc(C2Nn3c(C)nnc3SC2C(=O)c2ccc(C)cc2)cc1 (stereo not drawn),-2.1,-3,-0.3,-11
CC(C)Cc1cc(-c2ccccc2)c(C#N)c(N)n1,0.0,-2,0.1,-2
O=C(Nc1ccc2c(c1)OCO2)C1CCCCN1S(=O)(=O)c1ccc(F)cc1 (stereo not drawn),1.0,-8,0.0,0
CC(C)c1ccc(NC(=O)c2ccc(F)c(S(=O)(=O)N3CCCCCC3)c2)cc1,-1.2,-2,0.1,4
CC(C)S(=O)(=O)N1CC[C@@H]2[C@H](CCCN2C(=O)c2cc3c([nH]c2=O)CCCC3)C1,-0.8,-5,0.0,7
CC(=O)Oc1cccc(C(=O)NC2CCCCC2)c1,-1.6,-11,0.1,10
COc1ccc(-c2nc(C)cc(Nc3ccc(Oc4ccccc4)cc3)n2)cn1,-0.3,2,0.0,7

Quoted at random: two records from the list
canonical_smiles,GPR151 ag,TEAD-YAP block,FBW7 activator,MITF inh
CC(=O)Nc1cc(C(=O)Nc2ccc(F)cc2)ccc1C,-2.4,-31,0.1,13
Cc1[nH]nc2c1C(c1c(Cl)cccc1Cl)C(C#N)=C(N)O2 (stereo not drawn),-1.1,6,0.0,-1

Following part.
canonical_smiles,GPR151 ag,TEAD-YAP block,FBW7 activator,MITF inh
COC(=O)c1c(NC(=O)CN2C(=O)CCC2=O)sc(Cc2ccc3c(c2)OCO3)c1C,0.1,1,-0.1,-1
Cc1nn(C)cc1C(=O)NCCC(c1ccccc1)c1ccccc1,0.4,8,0.0,3
Cc1cc(C(F)F)n2nc(C(=O)Nc3cccc4ccccc34)nc2n1,0.3,-8,-0.2,-3
CCc1ccc(NC(=O)CN(C)S(=O)(=O)c2ccc3nc(-c4ccccc4)[nH]c3c2)cc1,-0.3,13,-0.1,2
CCN1C(=O)NC(c2ccc([N+](=O)[O-])cc2)C(C(=O)OC(C)C)=C1C (stereo not drawn),0.9,1,-0.3,-4
COc1ccc(OCCCn2cnc3ccccc32)cc1,-0.5,-44,0.0,21
CCOC(=O)c1ccc(S(=O)(=O)N2CCN(CC(O)CO)CC2)cc1 (stereo not drawn),0.8,6,0.1,34
Cc1cccc(/C=N/NC(=O)CNC(=O)C(c2ccccc2)c2ccccc2)c1O,-1.7,-3,0.0,-3
O=C(CCNc1n[nH]c(=O)[nH]c1=O)N/N=C/c1ccccc1Br,1.8,-4,0.0,0
COc1ccc(N2CCN(C(c3cccs3)C(C)NC(=O)c3ccccc3F)CC2)cc1 (stereo not drawn),1.0,-5,-0.3,2
O=C(CCCCn1c(=S)[nH]c2ccsc2c1=O)NC1CC1,4.9,5,0.1,3
COCCNC(=O)Cc1ccccc1[N+](=O)[O-],-0.5,6,0.1,-8
O=C(CCC(=O)OCC1CCCCC1)NNC(=O)c1cccnc1,-1.3,-4,-0.2,5
CC(C)CN1C(=O)C(=O)N(CC(=O)N(Cc2ccccc2)C(C)(C)C)C1=O,-0.9,-3,-0.1,-2
COc1cc(C2Oc3c(OC)cccc3C3CC(c4ccco4)=NN32)cc(OC)c1OC (stereo not drawn),0.0,-64,-0.1,-2
CN(Cc1cccc(Cl)c1)S(=O)(=O)/C=C/c1ccccc1,4.1,3,0.1,-9
O=C(Nc1ccc(Cl)cc1Cl)c1ccc(Br)c([N+](=O)[O-])c1,-0.7,-5,-0.1,-9
CC(C)(C)c1ccc(C2CC2(Cl)Cl)c([N+](=O)[O-])c1 (stereo not drawn),-0.4,6,0.1,16
COc1ccc(-c2noc(CN(C(=O)c3cccc(F)c3)C(C)C)n2)cc1,3.0,-6,-0.1,-8
N#Cc1cccc(NC(=O)CCCCC(=O)Nc2cccc(C#N)c2)c1,0.8,-7,0.7,16
O=C(NC1CC1)c1cnc2scc(-c3ccc(Cl)s3)n2c1=O,-0.9,-1,-0.1,3
CC1CCCCC1NC(=O)CSc1nnc(-c2ccc(Cl)cc2)n1N (stereo not drawn),1.8,3,-0.1,0
Cc1cc(C(=O)NCCC(C)C)c2ccccc2n1,-0.3,4,-0.3,1
Cc1sc(NC(=S)NC(=O)C2CCCC2)c(C(N)=O)c1C,0.2,-42,0.1,3
O=C(COc1ccc(S(=O)(=O)N2CCOCC2)cc1)Nc1ccc2c(c1)OCO2,-0.6,0,-0.2,2

Compound profiles, as listed above. Order of screens: GPR151 ag | TEAD-YAP block | FBW7 activator | MITF inh
COc1ccc(OCCCn2cnc3ccccc32)cc1 across the screens: -0.5 | -44 | 0.0 | 21
O=C(COc1ccc(S(=O)(=O)N2CCOCC2)cc1)Nc1ccc2c(c1)OCO2 across the screens: -0.6 | 0 | -0.2 | 2
COc1ccc(-c2noc(CN(C(=O)c3cccc(F)c3)C(C)C)n2)cc1 across the screens: 3.0 | -6 | -0.1 | -8
O=C(NC1CC1)c1cnc2scc(-c3ccc(Cl)s3)n2c1=O across the screens: -0.9 | -1 | -0.1 | 3
CCN1C(=O)NC(c2ccc([N+](=O)[O-])cc2)C(C(=O)OC(C)C)=C1C (stereo not drawn) across the screens: 0.9 | 1 | -0.3 | -4

(next part)
canonical_smiles,GPR151 ag,TEAD-YAP block,FBW7 activator,MITF inh
COc1ccc(/C(C)=N/NC(=O)c2ccc(N(C)S(=O)(=O)c3ccccc3)cc2)cc1,-1.7,-5,0.2,19
COc1ccc(OC)c(C2Oc3c(OC)cccc3C3CC(c4cccnc4)=NN32)c1 (stereo not drawn),-0.7,-31,-0.1,13
CCc1nc(NCCCCCO)c2nnn(Cc3ccccc3)c2n1,0.4,0,-0.1,7
Cc1nnc(CNC(=O)c2ccc3c(c2)ncn3-c2ccccc2)o1,0.3,-37,0.0,10
CCCSc1nnc(Nc2ccccc2C)s1,-2.9,-52,-0.1,0
CN1CCN(CCC(=O)Nc2ccccc2)CC1,0.1,-15,1.6,16
Cc1[nH]nc(Nc2ccc(Cl)c(Cl)c2)c1[N+](=O)[O-],0.1,-62,0.2,8
Cn1nnnc1SCC(=O)c1c[nH]c2ccccc12,-2.6,-36,0.0,-13
CCCOc1ccc(N2C(=O)CC(SCC(=O)Nc3ccc(Br)cc3)C2=O)cc1 (stereo not drawn),0.2,0,-0.1,0
COc1ccc(C(=O)NCc2nc(-c3ccccc3)no2)c(OC)c1,0.3,2,0.1,4
CSc1ccc2cc(C=O)c(Cl)nc2c1,-0.9,4,0.6,8
C/C(CC(=O)NCc1ccc(F)cc1)=N\NC(=O)c1cccc(C)c1O,0.0,-22,0.3,11
CCOCCCNC(=O)CS(=O)Cc1nc(-c2cccc(C)c2)oc1C (stereo not drawn),-0.3,-8,0.1,-10
COc1cc(C)nc(-c2ccccc2O)n1,-0.6,2,0.2,-11
C=CCNC(=O)c1cnc2scc(C(C)(C)C)n2c1=O,2.8,3,-0.2,6
Cn1nc([N+](=O)[O-])c2c(-c3nc4ccccc4s3)c(N)n(Cc3ccccc3)c2c1=O,1.2,-3,0.1,12
CCC(Br)C(=O)Nc1ccc(C(C)C)cc1 (stereo not drawn),-1.4,-34,0.0,4
O=C(Nc1nncs1)c1sc2cc(Cl)ccc2c1Cl,-0.9,-29,-0.1,7
COc1ccccc1/C=C/CN1CCCC(CNC(=O)c2ccc(F)cc2)C1 (stereo not drawn),-1.2,8,-0.1,14
COc1ccc(C(=O)O)cc1NC(=S)NC(=O)c1ccccc1[N+](=O)[O-],0.2,1,-0.1,-6
COc1cc(/C=C2\SC(=S)NC2=O)cc([N+](=O)[O-])c1OC(C)=O,0.4,-2,-0.1,6
Clc1ccc(N/N=C/c2c[nH]c3ccc(Br)cc23)nn1,0.4,8,0.2,28
CCOC(=O)C1=C(C)N=c2s/c(=C\c3cc(I)c(OCc4ccccc4)c(OC)c3)c(=O)n2C1c1ccccc1 (stereo not drawn),0.5,0,-0.2,2
CSc1ccccc1N1C(=O)CN(Cc2cnn(C)c2)CC1C (stereo not drawn),-0.5,-3,0.1,5
O=C(Oc1ccc2c3c(c(=O)oc2c1)CCCC3)C1CC1,-0.9,4,-0.2,-3

Next section.
canonical_smiles,GPR151 ag,TEAD-YAP block,FBW7 activator,MITF inh
CC1(C)CC(=O)C2=C(C1)Nc1ccccc1NC2c1ccc(Cl)c([N+](=O)[O-])c1 (stereo not drawn),-0.8,16,-0.1,12
CC(=O)c1ccc(Nc2nc(C)cc(C)n2)cc1,-0.3,-58,-0.2,-8
CC1=NCCN1S(=O)(=O)c1ccc(Br)cc1Br,1.2,-3,-0.2,-3
OCCC1CN(Cc2c(F)ccc(F)c2F)CCN1C1CCCC1 (stereo not drawn),0.3,2,0.2,2
Cc1ccc(NC(=O)CSc2cc(C)[nH]c(=O)n2)cc1,0.1,-2,0.4,-5
COc1ccc(-c2noc(-c3nnn(-c4cccc(F)c4)c3N)n2)cc1,-0.8,-9,-0.1,0
Cc1cccc(Cl)c1NC(=O)C1CC(=O)N(c2ccc(Br)cc2)C1 (stereo not drawn),-2.4,-7,0.1,2
COc1ccc2nc(C)c3c(c2c1)SC(C)C3 (stereo not drawn),-0.6,-4,-0.1,1
O=C1CCC(=O)N1CCSC(=S)N1CCCCCC1,1.4,-41,-0.2,-5
Cc1ccc(NC(=O)CSc2nc3cc(C(=O)NCc4ccco4)ccc3c(=O)n2Cc2ccco2)cc1,-0.7,13,0.1,11
O=C(NCc1ccncc1)c1csc2nc(-c3ccc(F)cc3)cn12,1.3,-14,-0.4,0
Oc1ccc(N2CCN(c3cnccn3)CC2)cc1,-2.0,-20,0.1,-5
CC(NC(=O)C(c1ccccc1)c1ccccc1)C(=O)N1CCOCC1 (stereo not drawn),0.5,1,0.4,5
COc1ccc(S(=O)(=O)N2CCCC(C(=O)N3CCOCC3)C2)cc1Cl (stereo not drawn),0.3,13,0.4,7
CCN(CC)C(=O)CSc1nc2c(sc(=S)n2-c2ccccc2C)c(=O)n1-c1ccccc1F,-0.4,9,0.0,1

Rows were taken by chance; 3.5% or so of the library scored in one or more.
